Assay outcomes (PubChem BioAssay)
TAG inh: triacylglycerol accumulation inhibition; inhibition, % at 12.5 µM; actives 0.66% (n = 230,000); H9c2 cells, Nile Red lipid (TAG) fluorescence; cells loaded with 200 µM oleic acid; AID 651582;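 active = pattern-corrected inhibition of lipid staining of at least 50% with the nuclear-stain viability signal not falling by more than 50%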;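 note: 0% = DMSO wells and 100% = triacsin C control wells; some results filed as inactive read as strong as hits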
TAG inh DAPI viability: recorded beside TAG inh, whose call it bears; DAPI nuclei signal change (viability), lower = more cytotoxic, %;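 whole-well DAPI fluorescence read on a plate reader as a viability signal; minus 50 percent equals half of cells still viable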
* = called active by the depositor. This is a subset; the hit share may differ from the screen's.

SMILES | TAG inh | TAG inh DAPI viability
Cc1ccccc1C(=O)N1CCC(C(=O)N(CC(C)C)c2c(N)n(CC(C)C)c(=O)[nH]c2=O)CC1 | 0 | 2
COc1cccc2sc3cc(C#Cc4ccccn4)ccc3c(=O)c12 | -13 | -9
COc1ccc(OC)c(/C=C/C(=O)OCC(=O)NCc2ccccc2)c1 | -32 | 13
COc1ccc(NS(=O)(=O)c2cccc(C(=O)N(C)Cc3cccs3)c2)cc1 | 2 | -4
COc1ccc(/C=C(/C#N)c2cccnc2)cc1OC | -3 | -3
O=S(=O)(Nc1ccon1)c1ccc(Br)cc1 | 22 | -2
Cc1ncn(-c2ccccc2)c1-c1ccccc1 | 3 | -4
CCN(CC)c1ccc2c(Cl)c(Br)c(=O)oc2c1 | -36 | 19
Cc1csc(NC(C)c2nc3cc(Cl)c(N4CCCCC4)cc3n2CCOCCO)n1 (configuration not stated) | 10 | 2
O=C1CC[C@@H](C(=O)N2CSC[C@H]2C(=O)O)N1 | 6 | -1
Cc1csc(=Nc2ccc(S(=O)(=O)N3CCOCC3)cc2)n1Cc1ccco1 | -10 | 7
CN(C)CC#Cc1cncc(C(=O)NNC(=O)Nc2ccc(Cl)cc2)c1 | 1 | -1
C=CCSc1nnc(Cc2c(C)[nH]c3ccccc23)o1 | 4 | -15
CCc1cccc2c(C(=O)C(F)(F)F)cn(CC(=O)NCC3CCCO3)c12 (configuration not stated) | -17 | 2
COc1cc(C)nc(NS(=O)(=O)c2ccccc2)n1 | 12 | -5
CC(C)(C)OC(=O)COc1cc(F)ccc1[N+](=O)[O-] | 3 | 1
CC(=O)c1cc(C#N)c(SCC(=O)OC(C)(C)C)nc1C | 1 | 2
CCOC(=O)c1nn(-c2ccc(F)cc2)c(=O)cc1OCC(=O)Nc1ccc(OCC)cc1 | -1 | -1
Cc1nn(-c2ccccc2)c2c1C(=O)NC(=O)C(C)(C)C2 | 4 | -1
COc1ccc(C(=O)N2CCOC2CNC(=O)C(=O)NCc2ccccn2)cc1 (configuration not stated) | 8 | -7
CCOc1ccc(OCC(=O)OCc2cc(=O)n3cc(Br)ccc3n2)cc1 | -15 | 2
COc1ccc(OCC(=O)c2c[nH]c3ccccc23)cc1 | -7 | 3
COC(=O)c1ccccc1NC(=O)NC1CCCC1 | -3 | -5
COc1ccc(CC(=O)Nc2cccc(-c3nnc(-c4ccco4)o3)c2)cc1 | 18 | -11
O/N=C/c1cc(Br)cs1 | 1 | -1

Going on with the list:
SMILES | TAG inh | TAG inh DAPI viability
FC(F)(F)c1cc(-c2ccccc2)nc(NCC2CCCO2)n1 (configuration not stated) | 5 | -4
CCn1c(SCC(=O)OC)nnc1-c1ccncc1 | -17 | 7
Cc1cc(NC(=O)COC(=O)c2ccc(S(=O)(=O)N3CCCC3)cc2)no1 | 5 | -5
CCc1cccc(NC(=O)C2CCN(S(=O)(=O)c3ccc4[nH]c(=O)ccc4c3)CC2)c1 | 9 | -7
COC(=O)C1CCN(C(c2cc(OC)c(OC)c(OC)c2)c2sc3nc(C)nn3c2O)CC1 (configuration not stated) | -2 | -1
CC(C)Cn1cnc2c(SCCc3ccccc3)nc(N)nc21 | -16 | 7
COc1ccc(NC(=O)N(C)[C@H]2C[C@H]3c4[nH]c5ccc(-c6ccc(OC)cc6)cc5c4CCN3C[C@H]2[C@H](C)O)cc1 | 34 | 14
CC(=O)N1N=C(c2cccc([N+](=O)[O-])c2)OC1c1ccc(Cl)cc1Cl (configuration not stated) | 22 | -15
O=C(NNC(=O)c1cc(-c2ccccc2)nc2ccccc12)c1csc(N2CCOCC2)n1 | 1 | -2
C=CCn1c(C)cc(C(=O)CSc2nc3ccccc3c(=O)[nH]2)c1C | -1 | 11
CC(C)(C)S(=O)N1Cc2cc(=O)n(Cc3ccccc3)cc2[C@@H]1CCO (some centres not stated) | 13 | 0
Cc1cc(=O)oc2cc(OC(C)C(=O)Nc3ccc(N4CCCCC4)cc3)ccc12 (configuration not stated) | -3 | 2
CCOC(=O)c1ccc(NC(=O)c2cc(S(=O)(=O)N3CCOCC3)ccc2O)cc1 | 3 | 4
COc1cc(-c2noc(C)c2-c2ccc3[nH]ccc3c2)cc(OC)c1OC | 41 | -24
Cc1cccc(NC(=O)C2COc3ccccc3O2)n1 (configuration not stated) | -4 | 9
Cc1c(NC(=O)c2ccc3c(c2)OCO3)cccc1-c1nc2ncccc2o1 | 7 | 10
O=C(Nc1ccc(F)c(Cl)c1)C1CC2CCC1C2 (configuration not stated) | 12 | -1
NC(=O)CSc1nnc(CSc2ncccn2)n1-c1ccccc1 | -5 | 3
CC1CCC(NC(=O)CN(C)S(=O)(=O)c2cnc[nH]2)CC1 (configuration not stated) | -5 | -5
CCOc1cc(-c2sc(Nc3ccc(CC)cc3)n[n+]2-c2ccccc2)ccc1OC | -49 | 16
Brc1ccc(-c2csc(N3CCCCCC3)n2)cc1 | -2 | -9
CSc1ncccc1C(=O)Nc1cccc(C)n1 | 11 | -3
O=C(c1ccc(F)cc1)C1CCN(C(=S)Nc2ccccc2Cl)CC1 | -3 | 2
CC(C)CC1NC(=O)N(CC(=O)N(C)C2CCCCC2)C1=O (configuration not stated) | 5 | -2
N#C/C(=C\C=C\c1ccccc1)C(=O)NCc1ccco1 | -8 | 3

(continued)
SMILES | TAG inh | TAG inh DAPI viability
Cc1ccc(C(=O)c2cc([N+](=O)[O-])ccc2N2CCN(C)CC2)cc1 | 29 | -13
CC(NC(=O)C(C)N1CCN(S(=O)(=O)c2ccccc2)CC1)c1ccccc1 (configuration not stated) | -10 | -5
C=CCOc1ccccc1CNCCc1ccc(S(N)(=O)=O)cc1 | -21 | 15
Cc1nn(-c2ccc(F)cc2)c2sc(C(=O)OC3CCOC3=O)cc12 (configuration not stated) | 11 | -3
Cc1cc(C(=O)NNC(C)Cc2ccccc2)no1 (configuration not stated) | 6 | -3
CCCc1cc(C(=O)NC(C)C2CCCO2)cs1 (configuration not stated) | -16 | 10
CCc1nc2c(OCC3CCCCC3)cccn2c1N(C)C(=O)c1ccc(C)cc1 | -4 | 9
COC(=O)c1cc(C(=O)OC)cc(N2C(=O)CC(N3CCN(c4ccccc4)CC3)C2=O)c1 (configuration not stated) | -17 | 19
COc1ccc(-c2csc3ncnc(N4CCN(S(=O)(=O)c5ccccc5C#N)CC4)c23)cc1 | 15 | 6
CCN(CC)S(=O)(=O)c1ccc(N2CCCC2)c(NC(=O)c2ccc([N+](=O)[O-])o2)c1 | 47 | -59
O=C(Oc1c(CN2CCOCC2)cc(Cl)c2cccnc12)c1cccs1 | 115 | -83
Cc1cc(C)n(-c2nc(NCCCN(C)C)c3c4c(sc3n2)COC(C)(C)C4)n1 | 34 | -6
CC(=O)N1c2ccc(C)cc2Sc2c1ccc1ccccc21 | -8 | 2
CCCCOc1ccc(CSc2nc(C)[nH]c2[N+](=O)[O-])cc1[N+](=O)[O-] | -10 | -1
Cc1ccc(OCC(=O)N(C)CC(=O)N(CC(C)C)c2c(N)n(CC(C)C)c(=O)[nH]c2=O)c(C)c1 | 9 | -3
COc1ccccc1-n1c(=O)[nH]c2c(C(N)=O)nc(CC(C)C)nc21 | 0 | -4
O=C(CN1C(=O)NC2(CCCCC2)C1=O)NCC(=O)Nc1ccc(F)c(F)c1 | 4 | -10
COc1ccc(-c2c(-c3cc(OC)cc(OC)c3)sc3ccc(OC)cc23)cc1 | 0 | -6
O=C(COc1ccc2ccccc2c1)Nc1ccc(S(=O)(=O)N2CCCCCC2)cc1 | -76 | 2
CCOc1ccc(C(=O)N2CCc3ccccc32)cc1OCC | 11 | -7
NC(=O)COC(=O)c1cccc(S(=O)(=O)N2CCN(c3ccc(F)cc3)CC2)c1 | 5 | 6
O=C(NC1CCS(=O)(=O)C1)c1ccccc1C(=O)c1ccccc1 (configuration not stated) | 8 | 7
COCCn1c(SCC(=O)N2CC(C)OC(C)C2)nc2c([nH]c3ccccc32)c1=O (configuration not stated) | 7 | 2
O=C(OCc1cn([C@@H]2C[C@H](c3ccc(Cl)cc3)N(C(=O)c3cccs3)C[C@H]2O)nn1)c1ccccc1 | 4 | -8
CC1CCCCC12NC(=O)N(CC(=O)N1CCN(S(=O)(=O)c3ccc(Cl)s3)CC1)C2=O (configuration not stated) | -11 | -2

Record cards (already shown).
Results for O=C(COc1ccc2ccccc2c1)Nc1ccc(S(=O)(=O)N2CCCCCC2)cc1 → TAG inh: -76; TAG inh DAPI viability: 2
Results for CC(NC(=O)C(C)N1CCN(S(=O)(=O)c2ccccc2)CC1)c1ccccc1 (configuration not stated) → TAG inh: -10; TAG inh DAPI viability: -5

More results.
SMILES | TAG inh | TAG inh DAPI viability
O=S(=O)(c1ccc(C2=CSC3=NCCN23)cc1)N1CCOCC1 | -8 | -4
COCCN(C(=O)c1ccc2ccccc2c1)c1c(N)n(Cc2ccccc2)c(=O)[nH]c1=O | -5 | 1
COc1ccc(CCNc2nc(-c3cccnc3)cs2)cc1OC | 8 | -11
O=C(NCCN1CCCCCC1)C1CCC(CNS(=O)(=O)c2cccc3cccnc23)CC1 (configuration not stated) | -2 | -3
COc1ccccc1NC(=O)NNC(=O)COc1ccc2ccccc2c1 | -7 | 6
CCOc1ccc(NS(=O)(=O)c2cc(C(=O)NCCCN3CCCC3=O)ccc2C)cc1 | 7 | -10
CC(Oc1ccccc1F)C(=O)NC1CCS(=O)(=O)C1 (configuration not stated) | -2 | 1
COc1ccccc1N1CCN(C(=O)CSc2nnc(-c3ccoc3C)o2)CC1 | 8 | -1
CCOC(=O)C1CCCCN1C(=O)c1cc2ccc(OC)cc2c2cc(OC)c(OC)cc12 (configuration not stated) | 54* | 7.1*
O=C(c1cnn(-c2nc3ccccc3s2)c1)c1ccccc1O | -30 | -1
Clc1ccc(-c2ccn[nH]2)cc1 | 7 | -1
O=C1NC2(CCCCC2)CO1 | 6 | 96
COC(=O)Nc1ccc(S(=O)(=O)N2CCN(C)CC2)cc1 | -2 | 0
COc1ccc(-c2oc(=O)c3cc(OC)c(OC)cc3c2/C=C/c2ccc(OC(C)=O)cc2)cc1 | 17 | 13
O=C1c2ccccc2N2C(=O)c3ccccc3C2N1Cc1ccccc1 (configuration not stated) | 1 | 6
Cc1cc(Br)ccc1OCCCCNC(C)(C)C | 23 | 0
O=C(NCc1ccc(F)cc1)c1cccc2c1C(=O)c1ccc(N3CCOCC3)cc1S2(=O)=O | -16 | 18
CCCCNC(=O)N(O)C1N(/N=C/c2ccco2)C(=S)SC1(C)C (configuration not stated) | -5 | -2
COc1ccc(/C=C/C(=O)NC(=S)NN2CCCCC2c2cccnc2)cc1 (configuration not stated) | 23 | 2
N#Cc1ccc(CSc2nc(N)cc(N)n2)cc1 | -9 | -1
CC1(NC(=O)c2cccc(S(=O)(=O)N3CCN(c4ccc(F)cc4)CC3)c2)CCS(=O)(=O)C1 (configuration not stated) | -4 | -2
CC1(c2ccccc2)NC(=O)N(CC(=O)NC(=O)NCc2ccco2)C1=O (configuration not stated) | 0 | -8
Cc1cc(C(=O)NNCc2ccccc2)no1 | 9 | 4
COc1ccc(N(C(C)C(=O)NCCSCc2cccc(Cl)c2)S(C)(=O)=O)cc1 (configuration not stated) | -16 | 2
O=C(COC(=O)c1nc(Cl)ccc1Cl)NC1CCCCCC1 | 4 | -7

In the list so far, these have a furan ring, fused or not:
SMILES | TAG inh | TAG inh DAPI viability
Cc1csc(=Nc2ccc(S(=O)(=O)N3CCOCC3)cc2)n1Cc1ccco1 | -10 | 7
COc1ccc(CC(=O)Nc2cccc(-c3nnc(-c4ccco4)o3)c2)cc1 | 18 | -11
N#C/C(=C\C=C\c1ccccc1)C(=O)NCc1ccco1 | -8 | 3
CCN(CC)S(=O)(=O)c1ccc(N2CCCC2)c(NC(=O)c2ccc([N+](=O)[O-])o2)c1 | 47 | -59
COc1ccccc1N1CCN(C(=O)CSc2nnc(-c3ccoc3C)o2)CC1 | 8 | -1
CCCCNC(=O)N(O)C1N(/N=C/c2ccco2)C(=S)SC1(C)C (configuration not stated) | -5 | -2
CC1(c2ccccc2)NC(=O)N(CC(=O)NC(=O)NCc2ccco2)C1=O (configuration not stated) | 0 | -8

Some of these compounds in order of heavy-atom count, high to low:
SMILES | TAG inh | TAG inh DAPI viability
CC1(NC(=O)c2cccc(S(=O)(=O)N3CCN(c4ccc(F)cc4)CC3)c2)CCS(=O)(=O)C1 (configuration not stated) | -4 | -2
COc1ccc(N(C(C)C(=O)NCCSCc2cccc(Cl)c2)S(C)(=O)=O)cc1 (configuration not stated) | -16 | 2
CC1(c2ccccc2)NC(=O)N(CC(=O)NC(=O)NCc2ccco2)C1=O (configuration not stated) | 0 | -8
O=C1NC2(CCCCC2)CO1 | 6 | 96

(continued)
SMILES | TAG inh | TAG inh DAPI viability
O=S(=O)(c1ccccc1)N1CCN(CCOc2ccc(F)cc2)CC1 | 9 | 3
O=C1CC(O)(C(F)F)Oc2ccc3ccccc3c21 (configuration not stated) | -5 | -5
O=C(CSc1nncn1-c1ccccc1)Nc1ccc(N2CCOCC2)cc1 | 10 | -18
O=C(NCc1ccccc1)C1=C[C@H](c2coc3ccccc3c2=O)C[C@H](OCc2ccc(CO)cc2)O1 | 2 | -5
COc1ccc(C(C(=O)NC2CCCCC2)N(Cc2cccs2)C(=O)Cc2c[nH]c3ccccc23)cc1 (configuration not stated) | 4 | -10
CCN(Cc1ccncc1)C(=O)c1cc(COc2ccc(C)c(C)c2)on1 | 14 | -5
CC(C)C[C@@H](CO)N1CCN(Cc2ccc([N+](=O)[O-])cc2)CCC1=O | -2 | 12
CC(C)(C)OC(=O)N/N=C\c1cccnc1 | 6 | 1
O=C(c1cc(F)c(F)c(F)c1F)N1CCN(C(=O)C2CCCO2)CC1 (configuration not stated) | -16 | 0
CCN(CC)c1ccc(/C=N/NC(=S)NCc2ccccc2)cc1 | -8 | 34
Cc1cc(C)c2[nH]c(=O)c(CN(Cc3ccccc3)C(=S)NCCCN(C)C)cc2c1 | 39 | 23
